Compound activity from PubChem BioAssay.
FLuc modulator: qHTS profiling assay for firefly luciferase inhibitor/activator using purifed enzyme and Km concentrations of substrates (counterscreen for miR-21 project). Luciferin 4-monooxygenase (Photinus pyralis), P08659. purified FLuc, Km substrates, luminescence inhibition. Potency, µM (series often up to 57.5 µM), without a hit: at the top dose activity change, negative = inhibition, actives largely listed as inhibitors. 360,000 tested, 6.9% active;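 also: plate controls were vehicle for no effect and reference inhibitor for full effect; nearly all actives have a fitted effect of over 55% in size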
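Biochemical qHTS of compounds, final roughly 60 µM downward over six points, against 10 nM purified firefly luciferase using Km concentrations of substrates (10 uM D-luciferin, 10 uM ATP) in Tris acetate pH 7.5 buffer; luminescence output.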
BRCA1 expr up: qHTS Assay to Identify Small Molecule Activators of BRCA1 Expression; MCF7-BRCA1-FFLuc reporter, luminescence, 48 h; response scale: scaled: vehicle 0%, 10 µM genistein 100%; Potency, µM (top dose mostly 46.1 µM), for the others: at the highest dose activation, hits mostly activators; 380,000 tested, 1.1% active; also: nearly all actives have a fitted effect of over 80% in size; some results filed as inactive show a strong effect at the top dose
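Activators of BRCA1 expression were detected as increased firefly luciferase luminescence in engineered MCF7 cells after 48 h compound incubation. Signals were scaled to genistein 10 microM as full activation.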
RORg inh: qHTS for inhibitors of ROR gamma transcriptional activity; Nuclear receptor ROR-gamma (Mus musculus), P51450; Drosophila S2 Gal4-RORgamma UAS-luciferase reporter, 20 h; Potency, µM (highest dose often 53.6 µM), for inactives: at the top dose activity change, negative = inhibition, usual class: inhibitors; 310,000 tested, 5.4% active; also: % is scaled to controls: 0 for no effect and ±100 for the full control effect; nearly all actives have a fitted effect of over 60% in size
Target sequence (P51450 whole entry, looked up, the tested form may be a part): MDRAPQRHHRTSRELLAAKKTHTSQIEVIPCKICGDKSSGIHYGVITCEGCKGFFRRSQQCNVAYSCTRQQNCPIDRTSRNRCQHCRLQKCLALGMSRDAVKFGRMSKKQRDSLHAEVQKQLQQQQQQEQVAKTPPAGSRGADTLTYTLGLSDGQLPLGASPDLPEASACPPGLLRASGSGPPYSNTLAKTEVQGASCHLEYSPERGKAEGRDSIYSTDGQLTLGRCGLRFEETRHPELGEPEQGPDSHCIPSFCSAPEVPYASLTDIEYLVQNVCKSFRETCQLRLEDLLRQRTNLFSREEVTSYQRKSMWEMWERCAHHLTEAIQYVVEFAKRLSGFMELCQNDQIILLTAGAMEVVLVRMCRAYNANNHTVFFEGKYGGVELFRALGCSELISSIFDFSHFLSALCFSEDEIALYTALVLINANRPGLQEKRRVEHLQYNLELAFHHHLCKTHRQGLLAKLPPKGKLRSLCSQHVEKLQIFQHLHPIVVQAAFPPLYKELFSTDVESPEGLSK
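In this cell-based reporter format, copper sulfate (700 uM final) drives Gal4–ROR gamma fusion expression from a metallothionein promoter in Drosophila Schneider cells; compounds preincubated 1 hr, reporter read after 20 hr at ambient temperature.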
ELG1 genotoxic: qHTS screen for small molecules that induce genotoxicity in human embryonic kidney (HEK293T) cells expressing luciferase-tagged ELG1; 330,000 tested, 1.3% active; Potency, µM (highest dose often 46 µM), inactives show top-dose activity change, positive = activation, most hits filed as activators; HEK293T ELG1-luciferase reporter, luminescence, 16 h; also: % of control where 0% means no effect; nearly all actives have a fitted effect of over 60% in size
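After overnight (16 hr) compound treatment at 37 °C, ELG1-luciferase HEK293T cells were lysed with ONE-Glo; luminescence quantified 30 min later at room temperature.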
MBNL1-CUG inh: qHTS Assay for Inhibitors of MBNL1-poly(CUG) RNA binding | TR-FRET MBNL1-His/biotin-(CUG)12 binding, 665/545 ratio | 280,000 tested, 0.036% active | Potency, µM (highest dose often 57.5 µM), inactives show top-dose activity change, negative = inhibition, most hits filed as inhibitors | Muscleblind-like protein 1 (Homo sapiens), Q9NR56 | AID 2675, 2010; active = well fitted inhibition curve with a large enough effect in the signal ratio, with a control signal flat, not every such curve was filed as active; inconclusive = small, poorly fitted or top-dose-only effect, or effect the other way, or a change in a side signal; inactive = no such curve, though single readings can be large or run the other way; the % refers to the signal ratio; also: % is scaled to controls: 0 for no effect and ±100 for the full control effect
Target sequence (Q9NR56 whole entry, looked up): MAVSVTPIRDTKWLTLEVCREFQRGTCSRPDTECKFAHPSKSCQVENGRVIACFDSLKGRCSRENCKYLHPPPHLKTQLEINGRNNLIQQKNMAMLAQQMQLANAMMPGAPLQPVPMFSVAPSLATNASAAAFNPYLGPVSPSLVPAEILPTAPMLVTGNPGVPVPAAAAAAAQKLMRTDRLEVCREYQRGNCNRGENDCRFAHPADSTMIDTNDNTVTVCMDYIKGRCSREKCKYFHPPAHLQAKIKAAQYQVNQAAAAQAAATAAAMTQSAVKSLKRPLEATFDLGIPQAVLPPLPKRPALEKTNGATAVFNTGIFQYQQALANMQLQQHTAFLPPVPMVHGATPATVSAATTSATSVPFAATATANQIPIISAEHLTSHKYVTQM
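MBNL1-His + Biotin-(CUG)12, cpd titration 92 nM–58 uM; Tb anti-His Ab 0.055 ng/ul, SA-XL665 5 nM (final); 60 min RT; ratiometric 665/545 nm, Ex 340 nm; normalized to buffer and full-complex controls.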
Rab9 prom act: qHTS Assay for Rab9 Promoter Activators | Huh7 Rab9 promoter-luciferase reporter, luminescence, 24 h | Potency, µM (highest dose often 9.22 µM), for inactives: at the top dose activation, negative = inhibition, usual class: activators | 320,000 tested, 2.8% active | AID 485297, 2010; also: % of control where 0% means no effect; nearly all actives have a fitted effect of over 60% in size
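Promoter activation is measured as luciferase luminescence in Huh7 cells stably transfected with a Rab9 promoter–luciferase construct, following 24 h compound exposure at 37 °C and 10 min reagent incubation at ambient temperature.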
Gal4-VP16 FLuc: VP16 counterscreen qHTS for inhibitors of ROR gamma transcriptional activity. Drosophila S2 Gal4-VP16 UAS-luciferase, luminescence, 20 h. Potency, µM (top dose mostly 53.6 µM), for the others: top-dose activity, negative = inhibition, usual class: inhibitors. 310,000 tested, 3.5% active;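 also: Gal4-VP16 expression switched on by copper sulfate through the metallothionein promoter; % is scaled to controls: 0 for no effect and ±100 for the full control effect; nearly all actives have a fitted effect of over 50% in size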
p53 reactivation: qHTS assay for re-activators of p53 using a Luc reporter | AID 504706, 2011 | 320,000 tested, 0.063% active | H1299 p53-A138V BP100-luciferase reporter, luminescence, 24 h | Potency, µM (top dose mostly 92.2 µM), inactives show at the highest dose activity change, positive = activation, hits mostly activators; also: % of control where 0% means no effect; nearly all actives have a fitted effect of over 45% in size
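H1299 (p53-null), stable ts p53-A138V + BP100-Luc; 1000 cells/well, Opti-MEM/10% FBS; cpd 4 pt, 1:5; 24 h, 37 deg C, 5% CO2; detection reagent 10 min RT; luminescence.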
uPA surface inh: qHTS for Inhibitors of Cell Surface uPA Generation. cell surface uPA generation assay, qHTS. Potency, µM (series often up to 38.3 µM), inactives show at the highest dose activity change, negative = inhibition, most hits filed as inhibitors. 330,000 tested, 0.31% active. AID 540303, 2011; active = well fitted inhibition curve with a large enough effect; inconclusive = small, poorly fitted or top-dose-only effect; inactive = no such curve, though single readings can be large or run the other way; tested in mouse RAW 264.7 cells; also: % is scaled to controls: 0 for no effect and ±100 for the full control effect; nearly all actives have a fitted effect of over 55% in size
NPC1 promoter act: qHTS Assay for NPC1 Promoter Activators; Huh7 NPC1 promoter luciferase reporter, 24 h; Potency, µM (doses to about 9.22 µM), for the others: at the top dose activation, actives largely listed as activators; 320,000 tested, 2.4% active;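 also: % of control where 0% means no effect; nearly all actives have a fitted effect of over 60% in size; reporter is driven by a mutant NPC1 promoter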
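Luminescence from an NPC1 promoter-driven luciferase reporter in stably transfected Huh7 cells was measured after 24 h compound treatment at 37 °C, followed by 10 min ambient incubation with luciferase detection reagent.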
Starred values were filed as active, the others as inactive; ? = inconclusive; · = no result given; & = joins results of further samples; [ ] = dose if it differs, or a comment. Unless noted, calls follow the shape of the dose curve; as a rule, active = well fitted curve in the direction sought with a large enough effect; inconclusive = small, poorly fitted or top-dose-only effect, or another doubt; inactive = no such curve, though single readings can be large; an effect the other way counts as inactive or inconclusive. Potency is read from the fitted curve at half-maximal effect.

SMILES	FLuc modulator	BRCA1 expr up	RORg inh	ELG1 genotoxic	MBNL1-CUG inh	Rab9 prom act	Gal4-VP16 FLuc	p53 reactivation	uPA surface inh	NPC1 promoter act
COc1ccccc1CN(C(=O)Cc1cccs1)C(C(=O)NC1CCCC1)c1ccncc1 (stereo not drawn)	8%	-26%	12%	-3%	-1%	-10%	-14%	0%	-12%	-4%
O=c1nc(N2CCOCC2)nc(N/N=C/c2ccc3c(c2)OCO3)[nH]1	-20%	26%	-8%	-2%	0%	-4%	-18%	2%	7%	-2%
CC(C)Oc1ccc(CCc2nnc(SCC(=O)O)n2-c2ccccc2)cc1	-12%	-24%	1%	2%	-8%	0%	2%	3%	-6%	0%
COc1ccc(OC)c(S(=O)(=O)NNC(=S)Nc2ccc3c(c2)OCO3)c1	-1%	31%	10µM*	0%	3%	-2%	?	-5%	-4%	-4%
COc1cccc(/C=N/NC(=O)CCC(=O)Nc2ccc(Br)cc2)c1	-14%	-10%	2%	1%	-3%	-8%	-10%	-10%	1%	-3%
COc1cccc(N2CCN(S(=O)(=O)c3cccc4nsnc34)CC2)c1	-3%	9%	0%	2%	?	-2%	7%	-4%	5%	-6%
COc1ccc(Cl)cc1NC(=O)CN(C)C(=O)c1cccc(-n2cnnn2)c1	·	-4%	·	2%	·	-1%	·	1%	-16%	-3%
CC(NC(=O)c1cc(S(=O)(=O)N2CCOCC2)ccc1N1CCCC1)c1ccc(Cl)c(Cl)c1 (stereo not drawn)	1%	-55%	·	-5%	·	-9%	·	6%	3%	-3%
O=C(O)c1cc(N2C(=O)C3C4C=CC(C4)C3C2=O)ccc1NCc1cccnc1 (stereo not drawn)	-1%	3%	9%	-3%	-22%	-7%[1.84 µM]	10%	-3%	5%	6%
O=C1c2cccc3cc([N+](=O)[O-])cc(c23)C(=O)N1CCN1CCCC1	-2%	-84%	?	-14%	?	-32%[inhibitor]	?	?	-11%	-24%
Cc1cc(C)c2c(N)c(C(=O)Nc3c(C)n(C)n(-c4ccccc4)c3=O)sc2n1	2%	3%	23%	5%	?	10%	1%	0%	6%	-1%
CCn1c(-c2cc(-c3ccc(C)cc3)nc3ccccc23)n[nH]c1=S	6.7µM*	12%	1.1µM*	7%	5%	9%	-19%	0%	-5%	9%
COc1cccc(C(=O)N2CCn3c2nc2ccccc23)c1	?	14%	0%	12%	2%	14%	-2%	2%	0%	19%
CCN1/C(=N\N)c2cccc3cccc1c23	?	-54%	-4%	7%	29%	0%	-7%	-5%	4%	1%
CN(C)c1cccc(C(=O)OCC(=O)NCc2ccco2)c1	-7%	7%	?	-1%	2%	1%	25%	8%	-5%	3%
CSc1ccccc1OCc1cc(C(=O)NC(C)Cn2cncn2)no1 (stereo not drawn)	?	33%	30%	9%	-7%	14%	-4%	15%	7%	12%
CSCCNC(C)=O	-1%	·	-3%	4%	3%	-2%	0%	1%	·	-1%
CNCCCOc1ccc2c(c1)CCC2	-1%	11µM*	11%	5%	2%	24%	-6%	-5%	2%	16%
CCCCc1c(O)nc(SCC(=O)c2ccccc2)n(-c2ccccc2OC)c1=O	-10%	5%	20%	0%	·	3%	-2%	1%	2%	-4%
CCC(C)C1C(C#N)=C(N)OC2=C1C(=O)CC(C)(C)C2 (stereo not drawn)	-6%	0%	33%	-1%	?	-1%	3%	-15%	-4%	1%
Cc1nc2ccccc2n1CCc1nc2c3ccccc3nc(=S)n2[nH]1	-3%	-1%	3.5µM*	7%	-10%	9%	10µM*	-4%	-3%	1%
COc1cccc(CNS(=O)(=O)c2cc3c4c(c2)CCC(=O)N4CCC3)c1	1%	-17%	·	0%	·	-1%	·	-6%	-2%	5%
Cc1nnsc1-c1c(C(=O)N2CCOCC2)c(C)nn1-c1ccccc1	-3%	-2%	3%	-1%	-5%	-5%	-12%	-5%	6%	0%
O=C(Nc1ccc(F)cc1)c1ccccc1F	21µM*	?	0%	·	7%	·	16%	·	7%	·
CCn1nc(NC(=O)c2ccncc2)c2cc3cccc(C)c3nc21	3%	-34%	1%	-2%	-5%	-2%	4%	-1%	-3%	1%
COc1cccc(C(=O)N(CN2CCCC2=O)c2cccc(Cl)c2)c1	8%	-1%	0%	0%	4%	2%	1%	2%	1%	-4%
Clc1ccc(C2=NCCN2)cc1	-2%	17%	1%	-4%	1%	-2%	-7%[10 µM]	-4%	3%	0%
O=C(COC(=O)CNC(=O)c1cccc([N+](=O)[O-])c1)Nc1cccc(S(=O)(=O)N2CCCCC2)c1	4%	-26%	32%	3%	?	-3%	-15%	3%	-2%	-3%
CCOC(=O)c1c(NC(=O)C2COc3ccccc3O2)sc2c1CCN(Cc1ccccc1)C2 (stereo not drawn)	-1%	-36%	25%	2%	-1%	-9%	-5%	30%	10%	-5%
COc1ccc(NC(=O)C2CCCN(S(=O)(=O)c3c(C)[nH]c(=O)[nH]c3=O)C2)cc1OC (stereo not drawn)	7%&1%	-15%&16%	4%	0%	-5%	-1%	-4%	-5%	-5%	-3%
Cc1nnc(NC(=O)c2ccc(Br)o2)s1	?	2%	3%	8%	2%	8%	-8%	9%	17%	1%
COc1ccc(CNS(=O)(=O)c2cc3c4c(c2)C(C)C(=O)N4CCC3)cc1 (stereo not drawn)	0%	2%	14%	-5%	3%	-4%	-13%	1%	-2%	-5%
CCOC(=O)N1CCN(S(=O)(=O)c2c(C)cc(C)cc2C)CC1	3%	-5%	1%	0%	-10%	-4%	-3%	-3%	-3%	-15%
COc1ccc(OC)c(C(=O)NC(CC(N)=O)c2ccc(NCc3ccc(F)c(F)c3)c([N+](=O)[O-])c2)c1 (stereo not drawn)	-3%	0%	8%	1%	?	-1%	5%	8%	6%	-5%
COc1cc(C=C2C(=O)OC(C)(C)OC2=O)cc(Cl)c1OCC(=O)Nc1ccccc1	?	19%	-24%	4%	0%	1%	-6%	1%	2%	-6%
Cc1nc(-c2nc(-c3c(C(=O)NN)noc3C)cs2)cs1	17µM*	?	-5%	0%	8%	?	5%	27%	-5%	24%
O=C(Nc1cc(S(=O)(=O)N2CCOCC2)ccc1N1CCCC1)c1cc(F)c(F)cc1Cl	0%	-12%	·	-3%	·	2%	·	-5%	-4%	-5%
N#Cc1ccc(Oc2cnccn2)cc1	-2%	3%	-8%	-2%	-2%	-1%	-6%	12%	-3%	-2%
O=C1NC[C@@H](Cc2ccc(O)cc2)N(CCc2cccc3ccccc23)C1=O	0%	13%	26%	-1%	5%	-5%	-13%	-5%	-1%	7%
CCN(CC)c1nc(N)c([N+](=O)[O-])c(NCCO)n1	2%	6%	3%	-2%	?	-7%	-5%	-8%	?	1%

Shown as comma-separated lines: part of the list above.
canonical_smiles,FLuc modulator,BRCA1 expr up,RORg inh,ELG1 genotoxic,MBNL1-CUG inh,Rab9 prom act,Gal4-VP16 FLuc,p53 reactivation,uPA surface inh,NPC1 promoter act
O=C(Nc1cc(S(=O)(=O)N2CCOCC2)ccc1N1CCCC1)c1cc(F)c(F)cc1Cl,0%,-12%,·,-3%,·,2%,·,-5%,-4%,-5%
N#Cc1ccc(Oc2cnccn2)cc1,-2%,3%,-8%,-2%,-2%,-1%,-6%,12%,-3%,-2%

The listing continues.
SMILES	FLuc modulator	BRCA1 expr up	RORg inh	ELG1 genotoxic	MBNL1-CUG inh	Rab9 prom act	Gal4-VP16 FLuc	p53 reactivation	uPA surface inh	NPC1 promoter act
Cc1cc(=O)oc2cc(OC(=O)c3nn(C(C)C)c(=O)c4ccccc34)ccc12	-5%	-3%	-9%	2%	1%	2%	-4%	4%	-1%	1%
O=C(c1cc2ccccc2o1)N1CCN(c2cccc(C(F)(F)F)c2)CC1	0%	-1%	34%	-13%	0%	-1%	-19%	8%	2%	2%
COc1ccc2c(c1)cc(C(=O)N[C@H](C(=O)N1CCC(C(=O)O)CC1)C(C)C)n2C	5%	-2%	13%	1%	-6%	10%	5%	-1%	5%	-1%
CC(=O)c1c(OC(=O)c2ccc(C)cc2)c2ccccc2n1C	5%	-34%	-32%	-40%[inhibitor]	9%	6%	-1%[0.365 µM]	-4%	4%	1%
CC(C)(C)c1ccc(C(=O)CC(Sc2ccc(Cl)cc2)C(=O)O)cc1 (stereo not drawn)	?	-75%	1.6µM*	-5%	-6%	0%	6.3µM*	-13%	-12%	-1%
O=C(Nc1ccc(Cl)cc1)C1=Cc2cc(Cl)ccc2OC1	-4%[2.3 µM]	-28%	17%	-5%	-5%	0%	2%	-6%	2%	2%
CCCCC(=O)Nc1ccc(N2CCN(S(C)(=O)=O)CC2)cc1	1%	1%	13%	2%	-3%	-2%	2%	15%	0%	0%
COc1ccc(C(=O)N/C(=C/c2cccnc2)C(=O)NCc2ccco2)cc1OC	1%	-1%	0%	0%	-9%	-2%	-5%	2%	0%	-3%
O=c1cc(-c2ccccc2)[nH]n1-c1nc2ccccc2s1	17µM*	-60%	8.9µM*	8%	8%	8%	?	?	0%	12%
O=C(CSc1nnc(Cc2cc(=O)[nH]c(=O)[nH]2)n1-c1ccccc1)N1CCCC1	-2%	25%	-26%	1%	-8%	-3%	-5%	-8%	0%	5%
